High-throughput results (PubChem)
CF NFkB inh = inhibitors of cystic fibrosis induced NF-kB; KKLEB NF-kB-GFP reporter, PAF-induced, GFP fluorescence overnight; inhibition, % at 5 µM; hit rate 0.86% among 360,000; AID 588850;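 active = at least 50% inhibition at 5 µM, scaled per plate between neutral and stimulator controls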;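 also: PAF is a Pseudomonas aeruginosa culture filtrate used as stimulus; plate controls were PAF-stimulated DMSO wells for no effect and unstimulated DMSO wells for full effect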
NR2E3 ag-1 = agonists of human NR2E3 nuclear receptor; CHO-S Gal4-NCOR/VP16-NR2E3 two-hybrid, luciferase; inhibition of corepressor binding, % at 3.98 µM; AID 602229; hit rate 0.35% among 360,000; Q9Y5X4;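 active = inhibition above the mean of all tested compounds plus 3 SD, cut at about 70% in these data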;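 also: 0% = DMSO with NR2E3 transfected cells and 100% = cells lacking NR2E3 construct; higher means lower luciferase signal from less NR2E3 corepressor binding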
Target sequence (Q9Y5X4 whole entry, looked up, the tested form may be a part): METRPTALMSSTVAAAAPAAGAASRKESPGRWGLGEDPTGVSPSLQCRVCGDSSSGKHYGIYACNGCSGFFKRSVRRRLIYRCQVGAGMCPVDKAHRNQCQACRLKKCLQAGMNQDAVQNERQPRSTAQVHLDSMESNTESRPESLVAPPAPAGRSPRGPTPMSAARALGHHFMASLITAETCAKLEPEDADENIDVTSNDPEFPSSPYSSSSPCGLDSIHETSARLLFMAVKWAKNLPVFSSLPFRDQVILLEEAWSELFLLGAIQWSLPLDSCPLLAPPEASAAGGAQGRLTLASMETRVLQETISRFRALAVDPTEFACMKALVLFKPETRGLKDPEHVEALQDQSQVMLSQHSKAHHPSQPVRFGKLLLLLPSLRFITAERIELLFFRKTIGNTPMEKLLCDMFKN
TRPM1 prom inh = MITF TRPM1 promoter inhibition in SK-MEL-5 cells; SK-MEL-5 TRPM1 promoter luciferase, 24 h; inhibition, % at 12.5 µM; hit rate 0.83% among 330,000;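 active = mean inhibition across replicates of 60% or more, whatever share of single replicates reaches that level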; also: values of inactives mirror those of a sister screen read the other way
TWEAK-Fn14 inh = TWEAK-Fn14 signaling inhibition. AID 1159606. TWEAK-stimulated Fn14 reporter cells, luciferase luminescence, 8 h. hit rate 2% among 360,000. inhibition, % at 10 µM; in the data active = inhibition above about 50%
HIF-2a inh = blocks HIF-2a reporter activity; inhibition, % at 18.8 µM; 786-0 RCC cells HIF-2a reporter, luciferase luminescence, overnight; hit rate 0.72% among 360,000;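 active = inhibition of the luminescence signal of 40% or more relative to plate controls, in a single-dose primary screen at 18.75 µM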
KKLEB cytotox = counter-screen for CF NF-kB inhibitors: cytotoxicity | KKLEB CF airway cells viability, ATPlite luminescence, overnight; stronger effect = lower value; cells stimulated with P. aeruginosa culture filtrate | activity change (cytotoxicity), % at 5 µM | hit rate 0.36% among 360,000;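 active = corrected activity change at or below -50% at 5 µM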
NR2E3 ag-2 = agonists of human nuclear receptor NR2E3; Q9Y5X4; GST-NR2E3/biotin-RetCOR TR-FRET, 1536-well; inhibition of corepressor binding, % at 4.78 µM; hit rate 0.12% among 320,000; AID 2300;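 active = percent inhibition above the cutoff of mean plus 3 SD of all tested compounds, set per screening campaign, cut at about 20% in these data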;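 also: 0% = DMSO wells and 100% = biotin wells as full block of FRET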
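System: GST-NR2E3 and biotin-RetCOR proteins; probe or stimulus: 7 nM biotin-RetCOR; doses: compound at 4.8 µM, single dose; schedule: Compound–protein incubation for 5 h at 4 °C; detection: time-resolved FRET; read-out: percent inhibition; controls: biotin wells as high control, 0.6% DMSO wells as low control; format: 1536-well plates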
TROY signal inh = blocks TROY-dependent signaling in reporter cells. inhibition, % at 10 µM. AID 1347056. hit rate 0.98% among 360,000. Q293 LMP1-TROYcd NF-kB luciferase reporter, 4 h;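 active = compounds whose plate-normalised and pattern-corrected inhibition of the luciferase reporter signal at the single screening dose is 50% or more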
Shn3 inh set2 = inhibitors of Schnurri-3 3'UTR reporter in osteoblasts. hit rate 0.52% among 360,000. Clone20 osteoblast Shn3 3'UTR firefly luciferase, 24 h. AID 588674. inhibition, % at 12.5 µM;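 active = mean inhibition of at least 75% with every replicate also reaching 75%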;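 also: 0% = median of neutral control wells and 100% = pilot-screen positive control compound; some compounds past the cut are filed as inactive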
Peg3 prom inh = reduces Peg3 promoter-driven luciferase expression in HeLa | AID 588405 | hit rate 1.7% among 360,000 | inhibition, % at 20 µM | HeLa PEG-Prom luciferase reporter, luminescence, overnight;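 active = inhibition of at least 50% at 20 µM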
C8 TRAIL sens = sensitizes caspase-8 expressing cells to TRAIL. NB7+C8 cells + TRAIL, ATPlite viability luminescence. inhibition (viability loss, TRAIL sensitization), % at 10 µM. hit rate 1% among 360,000;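 active = compounds causing at least 50% loss of cell viability in the single-dose screen, relative to plate controls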
* = called active by the depositor; · = not tested or not shown. These rows are one share of the data; count on the stated rates, not on these rows.

Each structure is followed by: CF NFkB inh	NR2E3 ag-1	TRPM1 prom inh	TWEAK-Fn14 inh	HIF-2a inh	KKLEB cytotox	NR2E3 ag-2	TROY signal inh	Shn3 inh set2	Peg3 prom inh	C8 TRAIL sens
O=C(Cn1cc(C(F)(F)F)ccc1=O)NCC1CCCO1 (stereo not drawn)
 : 18	17	-6	1	3	-15	-1	1	-1	-3	2
CCN1C(=O)[C@H]2[C@@H](c3ccc(C(F)(F)F)cc3)N[C@]3(CCCN(CC4CCCCC4)C3=O)[C@H]2C1=O
 : 12	3	·	2	15	6	·	-6	11	2	1
COc1ccc(OC)c(CNC(=O)c2coc(=O)c3ccccc23)c1
 : -1	-15	-7	18	16	13	4	-7	5	6	-9
CCOC(=O)C1=C(C)N=c2s/c(=C/c3ccc(OCC(=O)O)cc3)c(=O)n2C1c1ccc(SC)cc1 (stereo not drawn)
 : 22	-10	-14	12	37	6	·	8	1	23	-10
COC(=O)C1=C(CSCc2ccccc2)NC(=O)NC1c1cc(C)ccc1C (stereo not drawn)
 : -10	26	-3	-1	-7	1	1	-2	-10	25	-4
COc1ccc2c(c1)C(=O)N1[C@H]3c4cc(C)ccc4OC[C@@H]3[C@H](c3ccccc3)[C@]1(C)C(=O)N2
 : 35	3	28	16	25	-9	0	17	0	31	7
C=CC[n+]1ccn(-c2nc3ccccc3nc2[N-]S(=O)(=O)c2cccs2)c1
 : -26	-35	13	-12	12	0	3	-10	16	12	-10
O=C(CN(c1ccccc1)S(=O)(=O)c1ccccc1)NCCSc1nc2ccccc2s1
 : -13	19	7	11	10	2	-2	-2	19	20	-2
CCN(CC)S(=O)(=O)c1ccc(/C=C/C(=O)NC2CCCCC2)cc1
 : -14	-15	12	6	16	5	1	12	12	23	8
COc1ccc(C(=O)Nc2ccc(C)cc2C(=O)c2ccccc2)cc1
 : 17	-1	-5	-7	15	-10	2	8	6	5	-14
CC(C)C(NC(=O)c1c(F)cccc1F)C(=O)N1CCN(c2ccccc2F)CC1 (stereo not drawn)
 : -6	-2	12	34	-3	9	0	7	3	18	-4
CC1(C)CC(=O)c2cn3c(nc2C1)nc1ccccc13
 : -28	18	9	-9	6	6	3	14	-11	-2	6
CCCOc1ccc(-c2nc(C#N)c(N3CCc4ccccc4C3)o2)cc1
 : 2	16	0	-28	-29	-2	-1	4	4	-70	2
COc1cc(NC(=O)CSc2nnc(-c3ccncc3)n2C2CCCCC2)ccc1NC(=O)c1ccco1
 : -1	-23	1	-10	-4	8	1	-3	-4	-6	-13
Fc1cc2nccnc2cc1N1CCSCC1
 : 5	-16	-10	5	-22	6	6	-2	11	-9	16
CCOC(=O)Nc1ccc2c(c1)C(=NNC(=S)NC)c1ccccc1-2
 : -61	86*	·	-61	-153	-2	·	-42	54	-93	7
CCC(=O)c1ccc(N2CCN(C(=O)COc3ccc(F)cc3)CC2)c(F)c1
 : -6	8	0	81*	-6	15	-1	·	23	0	-3
CC(=O)N/C(=C\c1ccccc1)C(=O)OCC(=O)NC(=O)c1ccccc1
 : -8	-7	6	7	11	-8	-1	1	-11	-20	-1
CCCCOC(=O)n1c(SCC(=O)N(CC)CC)nc2ccccc21
 : 14	-13	-3	3	-41	-5	5	8	0	-10	7
CC1=C(C(=O)Nc2ccccc2)C(c2ccc(C)o2)n2c(s/c(=C\c3ccco3)c2=O)=N1 (stereo not drawn)
 : -14	-12	-5	23	8	10	·	-13	-9	11	4

A draw from above in order of count of non-hydrogen atoms, rising:
Each structure is followed by: CF NFkB inh	NR2E3 ag-1	TRPM1 prom inh	TWEAK-Fn14 inh	HIF-2a inh	KKLEB cytotox	NR2E3 ag-2	TROY signal inh	Shn3 inh set2	Peg3 prom inh	C8 TRAIL sens
Fc1cc2nccnc2cc1N1CCSCC1
 : 5	-16	-10	5	-22	6	6	-2	11	-9	16
CC1(C)CC(=O)c2cn3c(nc2C1)nc1ccccc13
 : -28	18	9	-9	6	6	3	14	-11	-2	6
CCN(CC)S(=O)(=O)c1ccc(/C=C/C(=O)NC2CCCCC2)cc1
 : -14	-15	12	6	16	5	1	12	12	23	8
COc1ccc(C(=O)Nc2ccc(C)cc2C(=O)c2ccccc2)cc1
 : 17	-1	-5	-7	15	-10	2	8	6	5	-14
C=CC[n+]1ccn(-c2nc3ccccc3nc2[N-]S(=O)(=O)c2cccs2)c1
 : -26	-35	13	-12	12	0	3	-10	16	12	-10
CCC(=O)c1ccc(N2CCN(C(=O)COc3ccc(F)cc3)CC2)c(F)c1
 : -6	8	0	81*	-6	15	-1	·	23	0	-3
CC(C)C(NC(=O)c1c(F)cccc1F)C(=O)N1CCN(c2ccccc2F)CC1 (stereo not drawn)
 : -6	-2	12	34	-3	9	0	7	3	18	-4
CC1=C(C(=O)Nc2ccccc2)C(c2ccc(C)o2)n2c(s/c(=C\c3ccco3)c2=O)=N1 (stereo not drawn)
 : -14	-12	-5	23	8	10	·	-13	-9	11	4
COc1ccc2c(c1)C(=O)N1[C@H]3c4cc(C)ccc4OC[C@@H]3[C@H](c3ccccc3)[C@]1(C)C(=O)N2
 : 35	3	28	16	25	-9	0	17	0	31	7
CCN1C(=O)[C@H]2[C@@H](c3ccc(C(F)(F)F)cc3)N[C@]3(CCCN(CC4CCCCC4)C3=O)[C@H]2C1=O
 : 12	3	·	2	15	6	·	-6	11	2	1
CCOC(=O)C1=C(C)N=c2s/c(=C/c3ccc(OCC(=O)O)cc3)c(=O)n2C1c1ccc(SC)cc1 (stereo not drawn)
 : 22	-10	-14	12	37	6	·	8	1	23	-10
COc1cc(NC(=O)CSc2nnc(-c3ccncc3)n2C2CCCCC2)ccc1NC(=O)c1ccco1
 : -1	-23	1	-10	-4	8	1	-3	-4	-6	-13

Following part
Each structure is followed by: CF NFkB inh	NR2E3 ag-1	TRPM1 prom inh	TWEAK-Fn14 inh	HIF-2a inh	KKLEB cytotox	NR2E3 ag-2	TROY signal inh	Shn3 inh set2	Peg3 prom inh	C8 TRAIL sens
O=C1CN(C(=O)COc2ccc(Cl)cc2Cl)c2ccccc2N1
 : -23	-10	-14	4	-85	8	3	-42	-17	-40	-5
Cc1ccc(C(=O)N2CC(=O)Nc3ccc(C)cc3C2c2ccccc2)cc1 (stereo not drawn)
 : -6	17	-9	5	31	0	·	-3	-6	14	8
Cc1c(C)c2ccc(OCC(=O)Nc3nccs3)cc2oc1=O
 : -9	-7	14	90*	-30	-11	0	48	25	-9	55*
COC1C(=O)CCC2(CO2)C1(O)C1(C)OC1CC=C(C)C (stereo not drawn)
 : -28	17	·	3	-17	-10	·	-8	9	-23	18
O=C(COc1ccccc1)NC1CCCN(Cc2ccccc2F)C1 (stereo not drawn)
 : 5	-2	5	0	11	11	4	0	-4	2	-3
CC1Oc2ccccc2N(CC(=O)c2ccc(F)cc2)C1=O (stereo not drawn)
 : -8	-2	1	-2	-14	-3	-2	-11	-26	-14	1
Cc1ccc([N+](=O)[O-])c(OCCN2CCCCCC2)c1
 : 0	-6	2	11	2	2	1	-40	-44	1	4
COC(=O)[C@H](Cc1ccccc1)NC(=O)N1CCCCC1
 : 4	13	-3	-5	-1	5	-1	-9	-7	-8	-24
CC1(C)Cc2c(sc3c2C(=O)N(c2ccccc2)C2=NCCCN23)CO1
 : -10	6	5	-10	8	9	0	0	-12	8	0
Cc1ccc(CC(=O)NCc2ccc(F)cc2)cc1
 : 22	-44	9	25	-26	-20	1	7	-29	5	-14
O=C(CCCN1CCC(NC(=O)c2ccccc2)CC1)c1ccc(Cl)cc1
 : -10	3	3	9	10	22	5	0	-5	4	12
CC(O)c1cccc(NC(=O)CCCc2ccccc2)c1 (stereo not drawn)
 : 9	-2	-17	3	-87	3	5	-20	-8	-43	-6
O=C(Nc1ccc(Br)cc1)C(c1ccccc1)c1ccccc1
 : -24	-5	-4	-37	12	5	4	2	23	3	7
O=C(c1ccccc1)N1CCN(CC#Cc2ccccc2)CC1
 : 8	-21	-49	-7	-148	-2	1	-35	-23	-89	8
CCOc1cc(/C=N/Nc2nc(-c3cccs3)c(NC(C)=O)s2)ccc1O
 : -9	10	-9	-29	2	19	2	0	15	-8	-22
CCO[C@H]1OC(C(=O)NCc2nc3ccccc3[nH]2)=C[C@@H](c2ccc(C(F)(F)F)cc2)[C@@H]1CCCO
 : 16	13	6	6	16	0	4	-5	28	8	24
CNc1nnc(CSc2nc(C)cc(C)n2)s1
 : -9	5	3	18	0	12	-1	-8	4	6	1
CC(C)(C)c1ccc(CC(=O)N2CCC2(C)C(=O)NS(=O)(=O)c2cccc(Cl)c2)cc1 (stereo not drawn)
 : -34	9	·	3	14	0	·	-6	4	3	-15
Cc1ccc(NC(=S)NN(C)c2nc(C)cnc2C)cc1
 : 3	-2	-3	8	18	4	7	11	-2	-4	2
C[C@H](NS(=O)(=O)c1ccccc1F)C(=O)OCC(=O)Nc1ccc2c(c1)OCCO2
 : 8	-4	0	-10	-10	-8	·	-8	-3	-17	-5
COC(=O)c1c(NC(=O)CS(=O)(=O)c2ccccc2)sc(C)c1C
 : 10	-6	-2	2	-25	-9	0	-21	8	0	39
Cc1ccc(NS(=O)(=O)c2ccc(-n3cccn3)cc2)cc1C
 : 3	57	6	14	-2	1	4	-14	32	-2	-4
O=C(Nc1ccccc1N1CCCC1)C1CCN(S(=O)(=O)c2ccccc2C(F)(F)F)CC1
 : -9	-16	7	-6	18	-4	0	-14	22	22	7
Cc1cccnc1NC(=O)C1CC(=O)N(c2ccc3c(c2)OCCO3)C1 (stereo not drawn)
 : 11	-2	3	5	2	-9	0	10	-5	4	15
O=C(NNC1=Nc2ccccc2SC1)c1cccc([N+](=O)[O-])c1
 : 12	-19	·	6	-9	-5	-1	-12	83	6	20
COc1cc(C2SC(C)C(=O)N2CCc2ccccc2)cc(OC)c1OC (stereo not drawn)
 : 10	6	9	-2	33	-24	0	2	3	26	-5
CCC(C)Sc1cccc(-c2nc3cnccn3c2NC2CCCCC2)c1 (stereo not drawn)
 : 22	1	9	12	36	-2	·	-24	49	46	6
Cc1ccc(Nc2ncc3c(n2)CC(C)CC3=O)c(C)c1 (stereo not drawn)
 : 12	-151	-44	23	-172	-11	1	-7	-109	-206	10
